Screening data as filed in PubChem BioAssay.
sdo1 growth: compounds rescuing growth of sdo1-depleted yeast, bone marrow failure model | S. cerevisiae sdo1-depleted JHY4D growth rescue, OD600 30 h; hits give high values; pdr5 snq2 efflux-pump mutant strain | hit rate 0.21% among 140,000 | z-score at 10 µM | AID 817;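 active = z-score above 3 at both the 24 hr and the 30 hr optical density reads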;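 also: z-score against mean and SD of all compound wells on the same plate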
Insulin prom inh: TRM-6 insulin promoter activity inhibition; TRM-6 cells (human fetal islet line), insulin promoter-eGFP reporter, imaging; reporter expression induced with tamoxifen; inhibition, % at 2 µM; hit rate 0.9% among 130,000; AID 1273;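 active = inhibition above the mean plus 3 SD, with well images judged a real hit on visual review, cut at about 60% in these data, passing the limit was not always enough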
sdo1 growth Rescue 24 h: further read-out of sdo1 growth, marked with its call; z-score; S. cerevisiae sdo1-depleted JHY4D growth rescue, OD600; measured here: growth rescue at 24 h;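 0 is the plate mean of compound wells and units are plate SD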
* marks the source's active call; other numbers are inactive results; . = not tested or not shown; & = joins results of further samples.

The opening 4 records as a preview:
SMILES	sdo1 growth	sdo1 growth Rescue 24 h	Insulin prom inh
Oc1sc(C=Nc2ccccc2)c2ccccc12	-1.7	-1.4	-58
Cc1cccc(OCC(=O)Nc2ccccc2C(F)(F)F)c1	-0.32	-0.59	-23
CC(=O)Nc1ccc(Br)c2ccccc12	.	.	-12
CCc1ccc(OCC(=O)NC(=S)Nc2ccc(S(=O)(=O)NC3CCCCC3)cc2)cc1	0.18	1.6	14

All compounds of this part, from the first entry:
SMILES	sdo1 growth	sdo1 growth Rescue 24 h	Insulin prom inh
Oc1sc(C=Nc2ccccc2)c2ccccc12	-1.7	-1.4	-58
Cc1cccc(OCC(=O)Nc2ccccc2C(F)(F)F)c1	-0.32	-0.59	-23
CC(=O)Nc1ccc(Br)c2ccccc12	.	.	-12
CCc1ccc(OCC(=O)NC(=S)Nc2ccc(S(=O)(=O)NC3CCCCC3)cc2)cc1	0.18	1.6	14
COC(=O)Cc1cc(=O)[nH]c(/N=C(\N)Nc2ccccc2)n1	1.3	1.1	.
O=C(COC(=O)c1ccc2[nH]c3c(c2c1)CCCC3)Nc1ccc(Cl)cc1Cl	-0.31	0.46	-60
CC(C)CCNC(=O)COc1ccc2c3c(c(=O)oc2c1)CCC3	-1	-0.54	.
O=C(c1cc(S(=O)(=O)N2CCOCC2)ccc1F)N1CCCc2ccccc21	-0.43	0.09	23
O=C(CS(=O)(=O)c1ccccc1)Nc1ccc(N2CCOCC2)cc1	.	.	62
Nc1cc(N)nc(SCc2nnnn2-c2ccc(Cl)cc2)n1	1.2	-0.25	-18
O=C(COC(=O)C1Cc2ccccc2CN1C(=O)c1ccccc1)Nc1ccc(SC(F)F)cc1 (stereo unspecified)	0.25	0.67	.
COc1ccc(/C=C2/S/C(=N/N=C3\CC4CCC3(C)C4(C)C)NC2=O)cc1 (stereo unspecified)	0.59	1.8	.
COc1ccccc1NC(=S)N(Cc1ccccc1)Cc1cccnc1	.	.	13
Cc1ccc(S(=O)(=O)N2CC(=O)Nc3ccccc32)cc1	-1.1	-1.3	4
CC(=O)NN1C(=O)c2ccc(Oc3ccc4c(c3)C(=O)N(NC(C)=O)C4=O)cc2C1=O	.	.	-5
CC1CN(C(=O)N[C@@H](Cc2ccccc2)C(=O)O)CC(C)O1 (stereo partly specified)	-0.54	-1.4	.
O=C(C1=NN[C@@H]2C(=O)N(c3ccccc3C(F)(F)F)C(=O)[C@H]12)C(c1ccccc1)c1ccccc1	1.2	1.5	.
Cc1ccc(-c2cc(C(=O)Nc3cc(C)on3)no2)cc1	.	.	-29
Cc1ccc(C2=C/C(=C/c3cccs3)C(=O)O2)cc1	0.74	1.2	-13
Cn1cnnc1SCC(=O)Nc1cc(S(=O)(=O)N2CCCCCC2)ccc1Cl	-0.74	-2.2	5

Entries of single compounds, looked up by structure:
Entry for O=C(COC(=O)c1ccc2[nH]c3c(c2c1)CCCC3)Nc1ccc(Cl)cc1Cl : sdo1 growth: -0.31; sdo1 growth Rescue 24 h: 0.46; Insulin prom inh: -60
Entry for Nc1cc(N)nc(SCc2nnnn2-c2ccc(Cl)cc2)n1 : sdo1 growth: 1.2; sdo1 growth Rescue 24 h: -0.25; Insulin prom inh: -18

Carrying on.
SMILES	sdo1 growth	sdo1 growth Rescue 24 h	Insulin prom inh
CC(=O)Oc1ccc(C(=O)O)cc1OC(C)=O	-0.59	-0.6	.
O=[N+]([O-])c1cccc(-c2n[nH]c(=S)n2Cc2ccccc2)c1	0.43	0.54	-38
O=C(c1ccc(COc2ccc3c(c2)CCC3)o1)N1CCN(c2ccccc2)CC1	.	.	33
Cc1noc(C)c1C(=O)OCC(=O)N(C)C1CCS(=O)(=O)C1 (stereo unspecified)	.	.	-43
CN(CC(=O)NCc1ccccn1)S(=O)(=O)c1ccc2ccccc2c1	.	.	0
Cc1cc2ccccc2n2c(SCC(=O)Nc3ccc(S(=O)(=O)N4CCCCC4)cc3)nnc12	-0.67	-0.32	-31
COC(=O)Cc1ccc(OCC(=O)Nc2ccc(OC(F)(F)F)cc2)cc1	0.38	0.19	14
CC(=O)c1cccc(NC(=O)c2ccncc2)c1	0.71	0.5	.
CCC(C)(C)NC(=O)C(c1cccn1C)N(C(=O)Cn1nnc2ccccc21)c1ccc(OC)cc1OC (stereo unspecified)	0.88	1	-170
O=C(NCCCn1ccnc1)c1cc(-c2cccs2)on1	0.55	-0.02	20
CN(CP(=O)(O)CN(C)S(C)(=O)=O)S(C)(=O)=O	0.39	0.44	36
CCOC(=O)CSc1nnc(-c2ccc(S(=O)(=O)N3CCOCC3)cc2)n1-c1ccccc1	1.2	2.9	35
Cc1noc(NS(=O)(=O)c2ccc(NC(=O)CSc3nnc(-c4ccccc4)n3C3CCCCC3)cc2)c1C	0.45	0.12	57
FC(F)(F)c1cc(-c2ccccc2)nc2ncnn12	0.88	0.95	-6
O=C(CN1CCSCC1)N/N=C/c1ccc(F)cc1	0.72	0.43	.
CCN(Cc1cn2cccnc2n1)C1CCCCC1	.	.	0
CCOc1ccc(OCCSc2nnnn2C2CCCCC2)cc1	-1.1	-1.4	.
C(=N/Nc1cc(N2CCOCC2)nc(N2CCOCC2)n1)/c1ccccc1	4.3	1.7	-167
O/N=C/c1cccn1-c1ccc(O)cc1	1.2	0.39	38
COCCN(C(=S)Nc1ccccc1OC)C(C)c1cccs1 (stereo unspecified)	-1.2	-0.87	-37
Cc1ccc(S(=O)(=O)N2CCCCC2)cc1NC(=O)COC(=O)c1cc[n+]([O-])cc1	0.12	-0.03	-4
COC(=O)C(NC(=O)c1ccccc1C)(Nc1ncc(S(=O)(=O)c2ccc([N+](=O)[O-])cc2)s1)C(F)(F)F (stereo unspecified)	0.64	1.1	-40
OC(COc1ccc(OCc2ccccc2)cc1)CN1CCCCC1 (stereo unspecified)	0.88	0.11	-63
COC(=O)c1ccccc1NC(=S)N(Cc1ccc2c(c1)OCO2)Cc1cc2cccc(C)c2[nH]c1=O	-0.41	-0.32	.
COc1ccc(C(=O)NCc2ccc(N3CCN(C(=O)OC(C)(C)C)CC3)cc2)cc1	0.16	0.4	.
Cc1ccc(-n2c(SCC(=O)NNC(=S)Nc3ccccc3)nc3ccccc3c2=O)cc1	0.28	-0.14	-6
Cc1ccc(Cl)cc1N1CCN(C(=O)CSc2ccsc2[N+](=O)[O-])CC1	-0.81	0.24	-32
CN(C)CCN1C(=O)c2oc3ccc(Cl)cc3c(=O)c2C1c1cccc(Br)c1 (stereo unspecified)	0.53	-0.19	54
Cn1cc(CN2CCN(Cc3ccc4c(c3)OCO4)CC2)c(-c2ccccc2F)n1	.	.	25
Cc1ccc(C(=O)COC(=O)CNC(=O)c2cccs2)cc1C	.	.	4
COC(=O)c1sc(NC(=S)NC(=O)c2cccc(C)c2)nc1C	0.25	1.9	-4
COc1ccc(NS(=O)(=O)c2cccc(C(=O)N/N=C(\C)c3ccc(-n4ccnc4)cc3)c2)cc1	-0.39	-0.96	2
Cc1ccc2[nH]c3c(c2c1)CC/C(=C/c1ccccc1)C3=O	0.56	1.8	-32
CN(Cc1ccccc1)C(=O)COC(=O)c1cc(-c2ccc(Cl)s2)nc2ccccc12	-0.28	-0.33	34
C(=N\c1nc2ccccc2n1CCN1CCCCC1)/c1ccc2c(c1)OCO2	0.23	0.09	17
COc1ccc2[nH]c(C)c(CCN(Cc3cccs3)C(=S)Nc3ccccc3OC)c2c1	-1.3	-1	.
CCCn1c(CCC(=O)O)ccc1-c1ccccc1	.	.	-6
CCOCCCNC(=O)Cn1ncc2c(=O)oc3ccccc3c21	0.1	0.2	.
O=C(NCCCc1ccccc1)c1cccs1	0.99	0.81	12
O=C(NCc1cccs1)NC1CCCCC1	0.34	0.94	21
COc1ccc(OC)c(NC(=O)CSc2nnc(Cc3cccn3C)n2-c2ccc(F)cc2)c1	-1.4	-1.3	.
CCCC1=C/C(=C/c2ccc(-c3ccccc3OC)o2)C(=O)O1	0.05	1.2	-150
C=CCNC(=O)c1c(N)n(-c2cccc(S(N)(=O)=O)c2)c2nc3ccccc3nc12	0.39	-0.09	8
O=C(CSCc1ccccc1)NCc1ccc2c(c1)OCO2	-0.27	-0.01	-42
Cc1cc(C)n2nc(C(=O)OCCOc3cccc(Br)c3)nc2n1	1.8	1.6	7
O=[N+]([O-])c1ccc(OCCCCN2CCCCC2)cc1	-0.25	-1.3	.
COc1ccc(S(=O)(=O)N2CCN(CC(=O)Nc3cc(OC)cc(OC)c3)CC2)cc1	0.2	-0.15	3
COc1cccc(OCC(O)CN2CCC(C)CC2)c1 (stereo unspecified)	0.2	-0.22	-23
COc1ccc(N2CCN(C(CNC(=O)C(=O)NCCC3=CCCCC3)c3ccco3)CC2)cc1 (stereo unspecified)	-0.53	0.64	-7
COC(=O)c1[nH]c2ccc(C)cc2c1NC(=O)CCN1CCN(Cc2ccc3c(c2)OCO3)CC1	0.84	-0.02	.
CC(C)CN(Cc1cc2ccccc2[nH]c1=O)C(=O)c1cccnc1	1.4	1.8	35
C(/C=C/c1ccco1)=N/N1CCN(c2ccccc2)CC1	-1	-0.91	-24
COc1cccc(NS(=O)(=O)c2ccc3c(c2)C2C=CCC2C(c2ccc(C(=O)O)cc2)N3)c1 (stereo unspecified)	0.87	0.31	-19
O=C(OCCN(C1=NS(=O)(=O)c2ccccc21)c1ccccc1Cl)c1ccc(Cl)cc1	-0.74	-0.53	6
CC(=O)Nc1ccc(S(=O)(=O)Oc2ccc(C(=S)N3CCCCC3)cc2)cc1	-0.03	0.27	-15
CCn1c(N)c(C(=O)NCCOC)sc1=S	1	0.74	.
Cc1ccc(-c2cc(C(=O)Nc3cnn(C(C)C)c3)no2)cc1	-0.6	-1	-33
CCn1c(=O)cc(SCC(=O)Nc2cccc(SC)c2)c2ccccc21	-1.5	-1	-3
CSc1nsc(SC)c1C(=O)OCC(F)(F)F	0.39&0.91	0.54	.
COC(=O)c1cc2c(cc1Cl)SC(=NCCCN1CCOCC1)NS2(=O)=O	1.3	1.7	-39

As entered above.
COc1ccc(S(=O)(=O)N2CCN(CC(=O)Nc3cc(OC)cc(OC)c3)CC2)cc1 – sdo1 growth Rescue 24 h = -0.15
CC(=O)Nc1ccc(S(=O)(=O)Oc2ccc(C(=S)N3CCCCC3)cc2)cc1 – sdo1 growth = -0.03
COC(=O)c1cc2c(cc1Cl)SC(=NCCCN1CCOCC1)NS2(=O)=O – sdo1 growth = 1.3
O=C(OCCN(C1=NS(=O)(=O)c2ccccc21)c1ccccc1Cl)c1ccc(Cl)cc1 – Insulin prom inh = 6
COc1cccc(OCC(O)CN2CCC(C)CC2)c1 (stereo unspecified) – sdo1 growth = 0.2
COc1ccc(OC)c(NC(=O)CSc2nnc(Cc3cccn3C)n2-c2ccc(F)cc2)c1 – sdo1 growth = -1.4

Carrying on:
SMILES	sdo1 growth	sdo1 growth Rescue 24 h	Insulin prom inh
COCCn1c(-c2ccc(C#N)cc2)nc2c1c(=O)[nH]c(=O)n2Cc1ccccc1	.	.	-6
COc1ccc(-c2csc(CCn3nc(C)cc3C)n2)cc1	.	.	33
Cc1ccccc1S(=O)(=O)Cc1ccc(C(=O)N2CCN(c3ccc(F)cc3)CC2)o1	-0.95	-0.98	.
CCCCCn1c(NC(=O)c2ccco2)c(S(=O)(=O)c2ccc(C)cc2)c2nc3ccccc3nc21	-0.42	-0.82	-3
CCOC(=O)c1sc(NS(=O)(=O)c2ccc(NC(C)=O)cc2)nc1C	0.64	0.27	-89
O=Cc1cn(CC(O)CN2CCCCC2)c2ccccc12 (stereo unspecified)	.	.	47
O=C(c1ncc[nH]1)c1ccccc1C(=O)N1CCOCC1	-0.12	-0.26	47
Nc1ccc(S(=O)(=O)Nc2nccc(/C=C/c3ccccc3F)n2)cc1	.	.	-6
c1ccc(OCCOCCN2CCN(C(c3ccccc3)c3ccccc3)CC2)cc1	-0.69	-0.75	-47
Nc1nc(CSC(=S)N2CCCCC2)nc(Nc2ccccc2)n1	.	.	25
CC(C)(C)NC(=O)CN(C(=O)Cn1nnc(-c2ccc(Cl)cc2)n1)C1CCN(Cc2ccccc2)CC1	-0.03	-0.17	-7
c1ccc(-c2csc(-c3ccncc3)n2)cc1	.	.	42
CCCCNC(=O)CNC(=S)N(Cc1cc(OC)c(OC)c(OC)c1)C1CCCC1	0.14	0.05	-4
C=C(C)c1ccc(C(C)(C)NC(=O)NCc2ccco2)cc1	-1.2	-1	.
CCc1nn2c(=O)cc(CSc3nc4sc5c(c4c(=O)n3C)CCCC5)nc2s1	.	.	-30
O=C(CSc1nnc2n1CCCN2)c1ccc(Cl)cc1	0.63	0.32	-8
C=CCNC(NC(=O)c1ccccc1)(C(=O)OCC)C(F)(F)F (stereo unspecified)	2.2	1.5	27
COc1cccc(C2=NOC(C(=O)Nc3cccc(C(C)=O)c3)C2)c1OC (stereo unspecified)	-0.04	-0.23	7
CCn1c(CNC(=O)c2ccco2)nnc1SCC(=O)c1ccccc1	.	.	-36
O=C(Nc1cccc2ccccc12)N1CCN(c2ncccn2)CC1	.	.	2
Cc1cc2c(n1-c1ccc(C(N)=O)cc1)CC(C)(C)CC2=O	0.68	0.46	57
COc1ccccc1-c1cc(C(F)(F)F)nc(S(=O)(=O)CCCC(=O)Nc2cccnc2Cl)n1	.	.	73*
COCCn1nnnc1SCC(=O)N1CCCCC1	0.26	-0.35	8
CC(=O)N/C(=C\c1ccc(Br)s1)C(=O)O	.	.	45
CCCCSc1cc(=O)n(-c2ccccc2)nc1C(=O)OCC	-2	-1.5	4
Cc1ccnc(N2C3CCC2CC(O)(c2ccccc2)C3)n1 (stereo unspecified)	.	.	-10
Cc1cc(/C=N/Nc2ccc([N+](=O)[O-])cn2)c(C)n1-c1ccc(C(=O)O)cc1	.	.	60
Cc1ccc(C(=O)CSc2nnc(-c3ccccc3)n2-c2ccccc2)o1	-1.4	-1.4	11
